Assay outcomes deposited in PubChem by several laboratories.
HIF act: HIF pathway transcriptional activators, primary screen, cell-based, U2OS HRE-luciferase, luminescence | U2OS HRE-luciferase reporter; normalized: DMSO 0%, desferrioxamine 100% | activation, % at 7.5 µM (by protocol) | hit rate 0.32% among 300,000;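 active = mean activation of at least 10% of the iron chelator positive control signal, with at least half of replicates also reaching 10%; inconclusive = mean and replicate majority disagree about reaching 10%; inactive = mean and most replicates under 10%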
aSyn 5UTR inh: MLPCN primary screen, SNCA 5' untranslated region | alpha-synuclein 5'UTR reporter, inhibitor activity | inhibition, % (tested at 7.5 µM) | hit rate 0.82% among 300,000 | AID 1813, 2009; in the data active = inhibition above about 60%; inconclusive = no clear call, values can overlap the other calls;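 also: H4 neuroglioblastoma cells stably carrying SNCA 5'UTR luciferase fusion; 0% = DMSO wells and 100% = positive control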
HSF1 inhib: HSF1 inhibitors in luciferase reporter cells, primary screen, cell-based, NIH3T3, luminescence; activity change, negative = inhibition, % at 7.5 µM (by protocol); NIH3T3-HGL HSE-luciferase, MG132-induced, luminescence 8 h; hits give low values; hit rate 0.77% among 300,000;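 active = more than half of replicate wells show activity change below -50%, luminescence cut by over half; inconclusive = some wells, but at most half, below -50%; inactive = no replicate well below -50%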;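 also: luciferase reports HSF-1 transcriptional activity via heat shock element; 0% = median of DMSO wells and -100% = zero luminescence signal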
AI-2 QS modul: Vibrio harveyi AI-2 quorum sensing modulators, primary screen, JMH597 strain, luminescence/OD600 ratio | hit rate 0.4% among 300,000 | Vibrio harveyi JMH597 AI-2 luminescence/OD600 ratio, 9 h; hits give low values; strain lacks LuxN and CqsS sensors; 0 = neutral-control median | AID 2094, 2009 | activity change, % at 7.5 µM; in the data active = activity change below about -75%, passing the limit was not always enough; inconclusive = no clear call, values can overlap the other calls;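 also: luminescence divided by OD600 gain over 9 h not by final OD600 alone; inactives centre near 13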
IEC-6 tox: cytotoxicity in IEC-6 intestinal epithelial cells, primary screen, cytotoxicity control for KLF5 inhibitor project, cell-based, luminescence; IEC-6 cytotoxicity, luminescence viability; inhibition, % at 5 µM; hit rate 0.78% among 290,000; AID 1825, 2009; in the data active = inhibition above about 22%;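 also: 0% = plate median of test compound wells and 100% = cytotoxic reference compound wells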
HDAC3 inh: HDAC3 deacetylase inhibitors, primary screen, biochemical, fluorescence, cell-free homogeneous; Histone deacetylase 3 (Homo sapiens), O15379; recombinant HDAC3, fluorogenic peptide/trypsin coupled; inhibition, % at 8.3 µM; hit rate 0.15% among 320,000; AID 2718, 2010; in the data active = inhibition above about 26%, passing the limit was not always enough; inconclusive = no clear call, values can overlap the other calls
Target sequence (O15379 whole entry, looked up): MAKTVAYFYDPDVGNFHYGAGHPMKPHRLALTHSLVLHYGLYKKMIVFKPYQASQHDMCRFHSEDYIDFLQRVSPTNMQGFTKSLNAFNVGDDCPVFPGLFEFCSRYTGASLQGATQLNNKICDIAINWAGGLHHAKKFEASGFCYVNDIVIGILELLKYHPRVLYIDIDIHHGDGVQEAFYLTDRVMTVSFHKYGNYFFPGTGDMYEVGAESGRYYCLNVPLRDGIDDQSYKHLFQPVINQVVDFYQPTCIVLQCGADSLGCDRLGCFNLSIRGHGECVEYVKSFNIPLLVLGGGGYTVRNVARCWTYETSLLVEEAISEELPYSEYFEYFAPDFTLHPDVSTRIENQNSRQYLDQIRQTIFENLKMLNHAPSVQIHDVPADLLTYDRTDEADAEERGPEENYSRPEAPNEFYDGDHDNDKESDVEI
Platelet DG rel: inhibitors of platelet dense granule secretion, primary screen, cell-based, MLPCN, human platelets. human platelet-rich plasma, SFLLRN dense granule ATP release, luminescence. inhibition, %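 (compounds screened at 7.5 µM in platelet-rich plasma)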. hit rate 0.22% among 300,000. AID 1663, 2009;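 active = mean replicate score, as percent of positive control, at or above 50; inconclusive = mean below 50 but at least one replicate at or above 50; inactive = mean and every replicate below 50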
HSP90 refold inh: HSP90 inhibitors, primary screen, cell lysate, luminescence | Heat shock protein HSP 90 (rabbit reticulocyte lysate; luciferase refolding) | inhibition, % at 5.6 µM | Rabbit reticulocyte lysate, luciferase refolding luminescence, 3 h | AID 1789, 2009 | hit rate 0.91% among 290,000;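 active = inhibition above the screen-wide mean plus 3 SD, computed separately per campaign, cut at about 16% in these data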;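 also: 0% = DMSO wells and 100% = 60 µM geldanamycin wells; inhibitors lower the luminescence because luciferase stays unfolded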
KLF5 inh: KLF5 expression inhibitors, primary screen, DLD-1 cells, luminescence; inhibition, % at 5 µM; DLD-1 KLF5 promoter-luciferase reporter; hit rate 0.23% among 290,000;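 active = inhibition above a per-plate limit of that plate's mean compound inhibition plus 3 SD, cut at about 60% in these data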;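 also: 0% = DMSO wells and 100% = LY294002 at 200 µM; higher means less KLF5 promoter-driven luciferase light; inactives centre near -14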
HSF1 activator: HSF-1 activators, primary screen, NIH3T3-HGL cells, MG132 stress, luminescence, single point. NIH3T3-HGL HSF-1 luciferase reporter, 8 h; 100% = twice DMSO control signal. activation, % at 9 µM. hit rate 1.7% among 300,000;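 active = mean replicate activation of at least 50% with a set share of replicates each reaching 50%; inconclusive = only one of those two conditions met; inactive = mean below 50% and too few replicates reaching it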;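 also: 0% = median of the neutral control wells and 100% = twice that signal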
Numbers without * were called inactive; ? = inconclusive; / = not tested or not shown.

Sample of the layout, ten compounds:
SMILES	HIF act	aSyn 5UTR inh	HSF1 inhib	AI-2 QS modul	IEC-6 tox	HDAC3 inh	Platelet DG rel	HSP90 refold inh	KLF5 inh	HSF1 activator
COc1ccc(CNC(=O)COc2ccc(C)nc2[N+](=O)[O-])cc1	-0.2	8	20	-18	2	6	0	5	-9	48
CCOc1ccc(Cl)cc1S(=O)(=O)NCc1cccnc1	0.1	21	-11	24	2	-4	2	-6	-21	-5
COc1cc2c(c(O)c1OC)-c1c(cc(OC)c(OC)c1OC)C[C@@H](C)[C@@H](C)C2	0.0	4	-6	11	/	-8	0	/	/	-2
O=C(/C=C/c1ccccc1Cl)N1CCCN(C(=O)/C=C/c2ccccc2Cl)CC1	0.0	-17	-7	11	4	0	-8	2	-12	3
COC(=O)c1ccc(S(=O)(=O)NCc2ccc(OC)cc2)n1C	-0.1	-15	-1	21	3	3	8	1	-17	5
COc1ccc(N2CCN(c3ncnc4sc(C(=O)NCC5CCCO5)c(C)c34)CC2)cc1 (stereo not drawn)	-0.6	-10	-6	/	3	3	13	2	-12	-1
CCOC(=O)C1CCN(S(=O)(=O)c2ccc3c(c2)N(C(C)=O)CC(C)S3)CC1 (stereo not drawn)	0.1	2	2	5	6	0	18	3	3	4
Cc1nnc2c(NCC(C)c3ccccc3)nc3ccccc3n12 (stereo not drawn)	-0.2	8	5	36	3	0	-5	6	-36	6
O=C(CCCN1C(=O)/C(=C\c2ccccc2)SC1=S)Nc1ccc(C(=O)O)cc1	-2.5	22	-6	0	9	-4	-3	9	14	-2
COc1cc(C(=O)O)nc(OC)n1	-0.3	-9	-3	-1	-8	-7	-12	-1	-23	-5

The whole of this part, previewed entries included:
SMILES	HIF act	aSyn 5UTR inh	HSF1 inhib	AI-2 QS modul	IEC-6 tox	HDAC3 inh	Platelet DG rel	HSP90 refold inh	KLF5 inh	HSF1 activator
COc1ccc(CNC(=O)COc2ccc(C)nc2[N+](=O)[O-])cc1	-0.2	8	20	-18	2	6	0	5	-9	48
CCOc1ccc(Cl)cc1S(=O)(=O)NCc1cccnc1	0.1	21	-11	24	2	-4	2	-6	-21	-5
COc1cc2c(c(O)c1OC)-c1c(cc(OC)c(OC)c1OC)C[C@@H](C)[C@@H](C)C2	0.0	4	-6	11	/	-8	0	/	/	-2
O=C(/C=C/c1ccccc1Cl)N1CCCN(C(=O)/C=C/c2ccccc2Cl)CC1	0.0	-17	-7	11	4	0	-8	2	-12	3
COC(=O)c1ccc(S(=O)(=O)NCc2ccc(OC)cc2)n1C	-0.1	-15	-1	21	3	3	8	1	-17	5
COc1ccc(N2CCN(c3ncnc4sc(C(=O)NCC5CCCO5)c(C)c34)CC2)cc1 (stereo not drawn)	-0.6	-10	-6	/	3	3	13	2	-12	-1
CCOC(=O)C1CCN(S(=O)(=O)c2ccc3c(c2)N(C(C)=O)CC(C)S3)CC1 (stereo not drawn)	0.1	2	2	5	6	0	18	3	3	4
Cc1nnc2c(NCC(C)c3ccccc3)nc3ccccc3n12 (stereo not drawn)	-0.2	8	5	36	3	0	-5	6	-36	6
O=C(CCCN1C(=O)/C(=C\c2ccccc2)SC1=S)Nc1ccc(C(=O)O)cc1	-2.5	22	-6	0	9	-4	-3	9	14	-2
COc1cc(C(=O)O)nc(OC)n1	-0.3	-9	-3	-1	-8	-7	-12	-1	-23	-5
O=C(Cn1cc([N+](=O)[O-])cn1)Nc1ccn(Cc2c(F)c(F)c(F)c(F)c2F)n1	0.0	23	-9	6	2	-3	-5	2	3	-15
C#CCNc1c(C)c(C)nc2ncnn12	0.2	-2	-7	9	2	2	-2	0	-29	-11
CCNC(=O)NCCNC(=O)c1cc(OCC(F)(F)F)ccc1OCC(F)(F)F	-0.1	-3	0	8	-3	3	2	1	-20	-4
COC(=O)c1ccccc1NC(=S)NC(=O)c1ccc(C)cc1	0.6	-23	3	40	13	5	-8	-1	-92	26
CCOc1ccc(CN2CCN(CC3=Cc4cccc(OC)c4OC3)CC2CCO)cc1 (stereo not drawn)	0.0	-14	-4	4	-2	2	0	0	4	7
CCOc1ccc(NS(=O)(=O)c2cc(OCC(N)=O)c(C)cc2Cl)cc1	-0.6	9	0	19	3	-7	0	3	0	-11
Cc1ccc(-n2c(SCC(=O)N3CCCCC3)nc(O)cc2=O)cc1	0.1	-22	-5	17	-6	11	11	-4	-15	14
COc1ccc(C2CC(c3ccc(OC)cc3O)=NN2C(=O)c2ccccc2)cc1 (stereo not drawn)	1.5	3	6	4	12	0	0	2	0	32
O=C(N/N=C/c1ccccc1C(=O)O)c1cc(-c2ccc3c4c(cccc24)CC3)n[nH]1	1.1	-24	27	19	-1	11	0	-4	-22	23
C/C(O)=c1/ccc2cccc3nc(C)nc1c23	-0.8	31	-2	23	-2	3	-9	-4	-18	3

The closing two compounds of the part above are carried over, then new ones follow:
SMILES	HIF act	aSyn 5UTR inh	HSF1 inhib	AI-2 QS modul	IEC-6 tox	HDAC3 inh	Platelet DG rel	HSP90 refold inh	KLF5 inh	HSF1 activator
O=C(N/N=C/c1ccccc1C(=O)O)c1cc(-c2ccc3c4c(cccc24)CC3)n[nH]1	1.1	-24	27	19	-1	11	0	-4	-22	23
C/C(O)=c1/ccc2cccc3nc(C)nc1c23	-0.8	31	-2	23	-2	3	-9	-4	-18	3
COC(=O)C1=C(C)N(c2ccccc2)/C(=C/c2ccco2)C1=O	-0.9	-19	1	14	3	0	-3	-2	-1	2
CC1CCN(C(=O)CC(NC(N)=O)c2ccccc2Cl)CC1 (stereo not drawn)	-0.2	4	6	40	-2	2	1	2	0	38
O=C(NC(=S)NCc1ccco1)c1ccccc1[N+](=O)[O-]	0.0	7	-7	15	4	?	-11	-1	-11	-12
COc1ccc(N2CCN(C3CCCN(C(=O)c4ccoc4)C3)CC2)cc1 (stereo not drawn)	-0.3	-1	1	-2	-1	-2	1	0	-24	19
CCO[C@@H]1OC(C(=O)NCc2nc3ccccc3[nH]2)=C[C@H](c2cn(C(C)=O)c3ccccc23)[C@H]1CCCO	0.1	13	-6	3	-4	4	16	16*	2	-11
CN(C)S(=O)(=O)c1ccc(C(=O)Nc2ccnn2C2CCCCC2)cc1	-0.3	-16	-2	18	-2	-3	4	-2	-5	3
O=C(NCC(=O)N(Cc1ccccc1)C(C(=O)NCC1CCCO1)c1ccccc1)c1cccs1 (stereo not drawn)	0.0	9	4	22	-3	-2	2	-1	-10	-7
O=C(CSCc1ccc(Cl)cc1)Nc1ccccc1C(=O)N1CCOCC1	-0.4	11	-7	10	-3	-10	-1	-6	-21	9
O=C(COc1cccc(Oc2ccccc2)c1)Nc1ccc(SC(F)F)cc1	0.4	-13	-6	11	-1	-3	-3	2	-14	-6
Cc1cnc(C(=O)OCC(=O)Nc2cccc(S(=O)(=O)N3CCCCC3)c2)cn1	-0.7	-10	1	-9	6	-1	-4	2	-16	-15
COc1ccc2c(Cl)c(C(=O)NCc3ccco3)sc2c1	2.7	-164	23	2	2	-2	0	-3	-93	60*
O=C(CSc1nc(=O)n(CCN2CCOCC2)c2c1CCC2)Nc1ccc(OC(F)(F)F)cc1	3.7	1	24	13	/	5	-2	/	/	33
CCCn1nc2cc(C(=O)NC3CCc4ccccc43)ccc2c1OCC (stereo not drawn)	-1.7	0	-1	21	2	-23	1	0	5	9
NC(=O)C1CCN(C(=O)Cc2ccc([N+](=O)[O-])cc2)CC1	-0.7	-8	1	26	-9	-13	-2	8	-18	-17
O=C(c1c[nH]c2ccccc12)N1CCN(Cc2ccccc2)CC1	0.9	16	-1	21	-1	1	2	5	-15	-16
CCCCn1c(=O)[nH]c(=O)c2c1nc(-c1ccccc1OC(F)F)n2C	-0.1	17	-3	21	-8	1	-14	-3	-24	15
O=S(=O)(Nc1cccc(Oc2ccc(Cl)cc2)n1)c1ccc(F)cc1	-0.4	5	-3	-97*	2	6	3	8	-20	-3
O=C(Cc1ccccc1Cl)Nc1nc2ccccc2[nH]1	1.7	-40	5	-2	-5	-3	-3	1	-25	-7
COC(=O)c1ccccc1S(=O)(=O)N1CCC(NC(=O)c2ccccc2)CC1	-12	19	10	28	-3	0	-10	-2	-42	27
COC(=O)c1cc2occc2n1Cc1ccc(Cl)cc1	-0.3	11	2	5	3	7	2	6	4	4
O=C(O)c1ccccc1/C=N/n1c(C2CCCCC2)n[nH]c1=S	-1.0	6	7	14	5	1	2	-3	-19	8
CCN1CCN(C(=S)NC(=O)c2cccs2)CC1	0.1	-1	-3	25	1	-6	2	-1	-27	-10
Cc1nn(-c2ccccc2)c2sc(C(=O)OC3CCOC3=O)cc12 (stereo not drawn)	-0.1	2	-10	-4	-1	-27	13	0	-27	-11
COc1ccc(CNC(=O)C2CCN(S(=O)(=O)N3CCCC3)CC2)cc1	0.1	0	-2	13	-4	6	11	-5	-23	0
COc1ccccc1C(CNC(=O)c1cccc(NS(=O)(=O)c2ccc(C)c(F)c2)c1)N(C)C (stereo not drawn)	-0.1	-6	5	3	/	-7	3	/	/	-4
COc1cccc(/C=N/n2cnnc2)c1OCc1ccccc1	-0.2	12	-1	12	2	-8	0	2	-4	-10
Cc1ccccc1N1OC2C(=O)N(c3ccc(F)cc3)C(=O)C2C1c1ccccn1 (stereo not drawn)	-0.3	12	-15	6	-1	7	-16	0	0	-7
COc1ccccc1CC(=O)Nc1ccc(-c2nnc(-c3ccco3)o2)cc1	0.2	4	11	11	6	-8	-5	-1	-4	20
O=S(=O)(c1ccc(Cl)cc1)N1CCN(Cc2ccncc2)CC1	-0.4	-9	1	24	8	-4	11	-4	-6	-10
O=C(NCCCN1CCOCC1)c1ccc(Br)s1	0.6	-43	-3	37	3	-3	-4	-2	6	0
Cc1ccccc1Nc1nnc(SCC(=O)c2ccc(O)cc2O)s1	-0.1	-13	8	19	-2	4	0	-3	-3	-5
O=C1/C(=C/c2ccc3c(c2)OCO3)Oc2cc(OCC(=O)N3CCC[C@H]3C(=O)O)ccc21	0.1	-1	-6	22	-4	4	-1	-1	-18	-7
Cc1ccc(S(=O)(=O)N2CCN(S(C)(=O)=O)C2C)cc1 (stereo not drawn)	-2.9	-8	-6	22	/	4	-3	/	/	-1
Cc1c(C)c(C)c2[nH]c(=S)[nH]c2c1C	-0.1	51	-17	-7	-2	-4	0	-2	10	-18
CC(=O)COC(=O)c1ccc2noc(-c3ccccc3)c2c1	2.0	-78	3	-14	-13	0	4	20*	-131	17
